From PubChem BioAssay
CIT2 TOR yeast: alters CIT2-GFP fluorescence in TOR pathway yeast screen; GFP response vs DMSO, % at 10 µM; S. cerevisiae CIT2-GFP strain, flow cytometry, 3 h; 100 means same as DMSO wells; hit rate 0.065% among 320,000;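 active means GFP response relative to DMSO above a set limit, near the screen mean plus 3 SD, cut at about 150% in these data; inconclusive means Fewer than 70 cells measured for a yeast strain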;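 further: ratio of well median GFP fluorescence to mean of DMSO wells on the plate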
LAP4 TOR yeast: modulators of TOR pathway LAP4-GFP in S. cerevisiae. S. cerevisiae LAP4-GFP multiplex, flow cytometry GFP, 3 h; median GFP as percent of DMSO wells. GFP response vs DMSO, % at 10 µM. hit rate 0.34% among 320,000;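 active means GFP response vs DMSO above a set limit, about the screen mean plus 3 SD, cut at about 150% in these data; inconclusive means under 70 cell events counted for the yeast strain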
AGP1 TOR yeast: modulators of TOR pathway AGP1-GFP in S. cerevisiae; S. cerevisiae AGP1-GFP multiplex flow cytometry, 3 h; GFP as percent of DMSO wells; GFP response vs DMSO, % at 10 µM; hit rate 0.02% among 320,000; AID 2066;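 active means GFP response relative to DMSO above a set limit, near screen average plus 3 SD, cut at about 150% in these data; inconclusive means fewer than 70 cells counted for the yeast strain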;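 further: median GFP channel fluorescence of the gated AGP1 strain per well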
MEP2-GFP yeast: alters MEP2-GFP fluorescence in TOR pathway yeast screen; AID 2016; S. cerevisiae MEP2-GFP strain, flow cytometry GFP, 3 h; 100% = DMSO control level; hit rate 0.51% among 330,000; GFP response vs DMSO, % at 10 µM;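 active means GFP response versus DMSO above a set limit, roughly screen mean plus 3 SD, cut at about 180% in these data; inconclusive means fewer than 70 cells counted for a yeast strain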;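 further: median GFP fluorescence of the barcode-gated MEP2-GFP cells per well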
RPL19A-GFP yeast: modulators of TOR pathway RPL19A-GFP in S. cerevisiae | S. cerevisiae RPL19A-GFP strain, flow cytometry, 3 h; stronger effect = lower value | percent response vs DMSO, % at 10 µM | hit rate 0.3% among 330,000 | AID 2025;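 active means percent response vs DMSO below 50%; inconclusive means fewer than 70 events counted for the yeast strain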;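 further: median channel GFP fluorescence of the barcoded RPL19A-GFP strain; ratio of sample median GFP to plate DMSO average so 100% = DMSO; lower means less RPL19A-GFP as with rapamycin TOR inhibition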
AHR activator: human AHR activation; P35869; AHR-responsive luciferase reporter cells, luminescence; activation, % at 5 µM; hit rate 2.5% among 320,000; in the data active means activation above about 47%;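 further: 0% = vehicle wells and 100% = reference agonist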
Target sequence (P35869 whole entry, looked up): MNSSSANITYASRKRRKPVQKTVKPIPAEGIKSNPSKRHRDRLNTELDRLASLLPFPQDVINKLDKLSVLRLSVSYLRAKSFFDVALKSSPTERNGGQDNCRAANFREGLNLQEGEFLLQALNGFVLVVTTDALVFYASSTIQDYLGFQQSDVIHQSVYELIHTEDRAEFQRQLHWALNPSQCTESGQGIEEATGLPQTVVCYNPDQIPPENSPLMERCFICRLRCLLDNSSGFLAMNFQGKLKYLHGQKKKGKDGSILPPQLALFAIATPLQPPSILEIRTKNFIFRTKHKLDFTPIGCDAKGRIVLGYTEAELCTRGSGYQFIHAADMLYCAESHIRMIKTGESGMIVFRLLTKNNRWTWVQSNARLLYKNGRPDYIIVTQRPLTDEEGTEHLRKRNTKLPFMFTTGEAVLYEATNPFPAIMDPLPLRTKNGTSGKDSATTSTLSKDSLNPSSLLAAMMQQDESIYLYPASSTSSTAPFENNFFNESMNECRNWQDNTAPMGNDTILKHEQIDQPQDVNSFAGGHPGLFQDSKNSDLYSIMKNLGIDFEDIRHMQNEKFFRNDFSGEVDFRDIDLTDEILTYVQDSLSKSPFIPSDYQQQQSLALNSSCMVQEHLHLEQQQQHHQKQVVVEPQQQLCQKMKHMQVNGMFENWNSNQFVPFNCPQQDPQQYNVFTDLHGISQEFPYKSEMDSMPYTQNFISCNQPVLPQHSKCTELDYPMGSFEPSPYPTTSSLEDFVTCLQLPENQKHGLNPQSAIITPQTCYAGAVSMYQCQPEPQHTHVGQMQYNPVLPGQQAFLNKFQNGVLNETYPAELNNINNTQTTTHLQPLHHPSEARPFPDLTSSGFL
Efflux pump mplx: antifungal efflux pump inhibition, Nile Red retention | AID 485275 | inhibition, % at 10 µM | S. cerevisiae Candida pump triplex | hit rate 0.44% among 330,000;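 active means plate passing quality check with inhibition over a set limit, or well fluorescence over plate mean plus 4 SD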;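 further: Nile Red retained in pooled yeast measured as flow cytometry median fluorescence; 0% = buffer negative control and 100% = Enniatin B positive control; higher means more Nile Red kept so more efflux inhibition; some compounds called inactive have numbers as strong as hits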
Yeast superoxide: yeast age-related superoxide inhibition as caloric restriction mimetic | S. cerevisiae aged cells, superoxide DHE fluorescence; stronger effect = lower value | superoxide response (% of plate mean), % at 10 µM | hit rate 0.18% among 330,000;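 active means superoxide response under a set limit, about three screen SD below normal, cut at about 65% in these data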;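 further: yeast aged for seven days with compound at 30 °C before DHE staining; 100% = average MFI of all compound-treated wells on the plate with controls excluded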
Numbers without * were called inactive; ? = inconclusive; . = no result given; [ ] = another dose, or the depositor's remark. Rows were taken by chance. Share with any hit: about 3.9%.

smiles,Efflux pump mplx,LAP4 TOR yeast,MEP2-GFP yeast,CIT2 TOR yeast,AHR activator,AGP1 TOR yeast,Yeast superoxide,RPL19A-GFP yeast
COc1ccc(Cn2ccnc2SCC(=O)Nc2ccccc2OC)cc1,-0.1,131,111,105,1,109,90,103
Cc1nnc(-c2ccccc2)c(=O)n1/N=C/c1c(O)ccc2ccccc12,0.1,94,110,100,11,91,95,103
O=C(CSc1nc(=O)n2ccccc2n1)NCCc1ccccc1,0.4,114,97,87,9,110,109,96
O=C(N/N=C/c1cccc(OC(=O)c2ccco2)c1)c1ccc(F)cc1,0.0,91,101,111,4,99,110,107
CCCCN1CC(O)=C(c2nc3ccccc3[nH]2)C1=N,-0.1,112,100,77,-3,91,105,78
COc1ccc(C(=O)N(Cc2ccccc2)Cc2cc3cc4c(cc3[nH]c2=O)OCCO4)cc1,-0.1,114,115,110,4,109,108,111
OC(COc1ccc2c(c1)OCO2)CN1CCCC1 (configuration not stated),0.0,95,101,93,5,92,135,100
Cc1nnsc1S(=O)c1ccc(Br)cc1 (configuration not stated),0.1,100,100,105,4,102,109,98
CCOC(=O)CCCSc1nc2sc3c(c2c(=O)[nH]1)CCC3,0.1,103,110,100,0,111,86,104
COc1ccc(-n2c(SCC(=O)Nc3ccc(NC(C)=O)cc3)nc3ccccc3c2=O)cc1,0.1,101,88,92,4,104,106,91
CCN1CNC(=S)N(c2ccccc2OC)C1,0.2,93,100,103,-1,102,89,109
Cn1c(=O)c2c(nc(CN3CCOCC3)n2CCCO)n(C)c1=O,-0.1,87,99,.,-2,93,100,93
O=C(NCc1ccco1)c1cc(S(=O)(=O)NC2CC2)ccc1Br,0.0,105,106,99,0,104,87,100
CC(C)(Oc1ccc(Cl)cc1)C(=O)NC1CCCCC1,0.0,104,107,100,-2,104,100,103
COc1ccccc1N(CC(=O)NC1CCCC1)C(=O)CNC(=O)c1cccs1,-0.1,85,99,97,1,91,91,100
Cc1ccccc1-n1nnnc1SCC(=O)Nc1ccc(N2CCN(C)CC2)cc1,-0.1,86,95,97,9,91,84,92
CCOC(=O)c1c(-c2ccccc2)csc1NC(=O)c1cccc(N2C(=O)CCC2=O)c1,0.3,99,98,104,3,103,118,102
O=C1N=C(N2CCOCC2)S/C1=C\c1ccccc1OS(=O)(=O)c1ccccc1,-0.2,104,91,95,-2,95,88,95
COc1cccc(CNC(=O)C2CCCN(c3nc4ccccc4o3)C2)c1 (configuration not stated),-0.2,100,103,111,5,94,93,100
O=C1CCCN1c1ncc(S(=O)(=O)c2ccc([N+](=O)[O-])cc2)s1,0.1,76,?,81,2,82,105,92
CCc1cc(CNC(=O)c2cccc(OC3CCN(S(C)(=O)=O)CC3)c2)on1,0.2,97,100,99,1,100,98,95
O=C(COC(=O)COc1ccc2ccccc2c1)NC1CCCc2ccccc21 (configuration not stated),0.1,102,103,94,6,94,99,106
Cc1ccc(S(=O)(=O)N2CCOCC2)cc1NC(=O)COc1ccc2c(C)cc(=O)oc2c1,-0.1,94[may fluoresce green],106[may fluoresce green],107[may fluoresce green],0,104[may fluoresce green],104,97[may fluoresce green]
CC(C)(C)c1ccc(C(=O)N2CCC(NC(=O)c3ccccc3)CC2)cc1,0.1,93,103,94,4,97,124,100
CCOC(=O)c1ccccc1NC(=S)N1CCC(C(N)=O)CC1,0.0,111,102,105,1,109,100,104
O=C(CN(C(=O)c1csnn1)c1cccc2c1CCCC2)NC1CCCC1,0.0,100,97,107,2,109,94,104
CCCCN1CC(=O)N2[C@H]3c4ccc(OC)cc4OC[C@@H]3[C@H](c3ccccc3)[C@]2(C)C1=O,0.0,93,92,93,1,94,107,97
COc1cccc(CNCc2cccc(Br)c2)c1OC,0.1,95,100,103,-1,102,88,98
CCn1nc(C(=O)OCC(=O)c2c[nH]c3ccccc23)c2ccccc2c1=O,0.3,93,104,89,38,.,104,96
O=[N+]([O-])c1cc([N+](=O)[O-])c2cccnc2c1O,0.3,101,105,108,1,101,150,101
CC1CC(N(C(=O)c2ccco2)c2ccccc2)c2ccccc2N1C(=O)c1ccco1 (configuration not stated),0.1,98,105,95,4,99,103,101
Cc1cccc(N2CCN(C(=O)c3ccc4nccnc4c3)CC2C)c1 (configuration not stated),0.1,96,93,93,-1,97,97,94
CCOc1ccc2c(C)c(Cl)c(=O)oc2c1,0.0,109,100,100,7,98,85,100
Cc1ccccc1NNC(=O)C(=O)NNc1ccccc1C,-0.1,92,96,101,8,103,76,100
CC(Sc1ccccn1)C(=O)Nc1ccc2c(c1)OCCO2 (configuration not stated),0.1,126,117,105,1,113,92,101
C/C(N)=C(/C#N)C(=O)CSc1cc(Cl)ccc1Cl,0.0,92,112,105,9,93,113,100
Cn1c(CNC(=O)C2CCC(=O)N(CCc3cccc(F)c3)C2)nc2ccccc21 (configuration not stated),0.1,104,103,108,1,110,100,104
NC(CO)C(=O)NNCc1ccc(O)c(O)c1O (configuration not stated),0.0,87,89,92,-5,92,82,97
Cc1cccc(N2CCN(C(=S)NCCc3ccccc3)CC2)c1C,-0.2,105,117,103,2,103,100,101
O=c1cc(-c2ccccc2F)nc(-c2ccccc2F)o1,0.1,111,94,95,-1,92,95,107
CCn1c(SCC(=O)NNC(=O)c2ccco2)nnc1-c1ccco1,0.7,100,107,93,1,100,120,96
COc1ccc(Cl)cc1NC(=O)CN1CCN(S(=O)(=O)N2CCCCC2)CC1,0.0,95,107,105,-1,104,103,103
COc1cccc(C(=O)C2CCCN(C(=O)c3ccc(C#CC(C)(C)O)cc3)C2)c1 (configuration not stated),0.2,94,93,88,6,91,119,93
CC(=O)C1=C(O)CC(c2ccccc2)CC1=NCCc1c(C)[nH]c2ccc(C)cc12 (configuration not stated),0.1,97,95,92,12,96,123,99
COC(=O)c1ccc(N2C(=O)C3CC=CC(C)C3C2=O)cc1 (configuration not stated),0.0,102,106,108,0,105,93,99
CN(C)/C=C(/C(=O)c1ccccc1)S(=O)(=O)c1ccc(Cl)cc1,0.0,83,96,83,0,87,107,88
OCCC1CN(Cc2ccc3nsnc3c2)CCN1CCc1ccccc1 (configuration not stated),-0.1,97,100,99,2,99,108,103
CCN(NC(=O)C(O)(c1ccccc1)c1ccccc1)C(=O)c1ccccc1,-0.2,103,96,88,0,119,95,96
COc1ccc(-c2nc(C#N)c(N3CCC(C)CC3)o2)cc1,-0.1,101,105,107,15,102,77,102
Cn1c(=O)cc(OCC(=O)N2CCCc3ccccc32)c2ccccc21,0.1,78,90,72,50*,87,123,87
CC(=O)c1sc(NC(=O)CCCOc2ccccc2C)nc1C,0.0,88,87,90,-1,94,95,91
O=c1cc(-c2ccco2)oc2c1ccc1ccccc12,0.0,103,96,94,79*,91,94,97
CC(=O)c1sc(NC(=O)c2c(F)cccc2F)nc1-c1ccccc1,0.5,104,124,125,-5,94,109,106
O=C(NCCCN1CCCC1=O)C1CCN(S(=O)(=O)c2ccccc2)CC1,-0.1,113,114,106,6,117,88,108
C/C(=N/OCC(=O)Nc1ccccc1)c1cccs1,0.1,98,93,87,2,92,88,95
Cc1ccc(NC(=O)CN(C)C(=O)CSc2n[nH]c(N)n2)cc1,0.1,92,91,87,0,91,84,88
O=C(c1ccco1)N1N=C(c2cccs2)CC1c1ccccc1O (configuration not stated),-0.3,102,104,95,11,95,105,101
COC1CCCCC1NS(=O)(=O)c1ccccc1 (configuration not stated),0.0,101,103,102,2,104,107,101
O=C(Nc1ccc(C(=O)O)cc1)/C(=C\c1ccco1)NC(=O)c1ccco1,-0.1,99,102,114,1,108,79,108
